# SIRT5 inh: sirtuin-5 (human) deacylase inhibition; Q9NXA8; Purified SirT5, succinyl-peptide AMC, trypsin-coupled fluorescence; inhibition, % at 15 µM; hit rate 1.1% among 330,000; AID 652115; in the data active = inhibition above about 15%; inconclusive = no clear call, values can overlap the other calls
# Target sequence (Q9NXA8 whole entry, looked up): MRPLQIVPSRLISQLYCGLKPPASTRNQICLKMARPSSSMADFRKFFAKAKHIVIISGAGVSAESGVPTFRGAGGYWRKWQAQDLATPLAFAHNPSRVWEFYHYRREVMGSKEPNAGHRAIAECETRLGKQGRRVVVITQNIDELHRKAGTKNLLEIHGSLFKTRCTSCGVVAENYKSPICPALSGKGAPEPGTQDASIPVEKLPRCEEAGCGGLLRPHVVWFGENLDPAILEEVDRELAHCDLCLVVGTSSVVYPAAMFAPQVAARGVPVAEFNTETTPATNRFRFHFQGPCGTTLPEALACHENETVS
# C2C12 statin: protects C2C12 myotubes from simvastatin toxicity; ATP luminescence, 48 h; scaled: DMSO 0, geranylgeraniol control 100; rescue of ATP level, % at 7.49 µM; hit rate 0.78% among 330,000; AID 602340;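 active = mean ATP rescue above about 67%, or every replicate alone reaching that limit, limit read from the data, passing the limit was not always enough; inconclusive = no clear call, values can overlap the other calls; inactive = mean under the limit and some replicate under it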;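 note: myotubes were challenged with 10 µM simvastatin during compound exposure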
# CASP6 VEID inh: caspase-6 (human) enzyme inhibition; P55212; purified caspase-6, Z-VEID-R110 cleavage fluorescence; inhibition, % at 12.5 µM; hit rate 0.53% among 350,000;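 active = mean inhibition across replicates at least about 35%, with every replicate also reaching that limit, limit read from the data; inconclusive = only one of the two criteria met; inactive = neither criterion met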;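 note: 0% = median of neutral control wells and 100% = no fluorescence left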
# Target sequence (P55212 24-179 limits assumed): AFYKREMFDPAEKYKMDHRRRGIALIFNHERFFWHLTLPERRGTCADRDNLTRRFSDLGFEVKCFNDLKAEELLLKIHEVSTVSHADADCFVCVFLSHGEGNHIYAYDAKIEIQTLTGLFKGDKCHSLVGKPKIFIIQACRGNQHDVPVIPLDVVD
# Target sequence (P55212 194-293 limits assumed): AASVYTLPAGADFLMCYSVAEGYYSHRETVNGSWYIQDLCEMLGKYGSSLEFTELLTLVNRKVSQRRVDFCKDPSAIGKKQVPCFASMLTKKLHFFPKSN
# esBAF inh: SWI/SNF esBAF complex inhibition; mouse ES cells, Bmi1-luciferase knock-in reporter, 24 h; 100% = twice the neutral-well signal; reporter increase, % at 12.5 µM; hit rate 2% among 350,000; in the data active = activation above about 40%; inconclusive = no clear call, values can overlap the other calls;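 note: 0% = median of the plate's neutral control wells and 100% = double that signal; a rise in the Bmi1 reporter signal indicates esBAF inhibition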
# S100A4 MyoIIA: blocks human S100A4 binding to myosin IIA peptide | AID 652163 | S100A4/TAMRA-MyoIIA peptide fluorescence polarization | inhibition, % at 10.7 µM | hit rate 0.14% among 360,000 | P26447;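 active = mean inhibition of at least 70% across replicates, with every replicate also reaching that level; inconclusive = mean inhibition reaches 70% but some replicates fall short; inactive = mean inhibition below 70%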
# Target sequence (P26447 whole entry, looked up): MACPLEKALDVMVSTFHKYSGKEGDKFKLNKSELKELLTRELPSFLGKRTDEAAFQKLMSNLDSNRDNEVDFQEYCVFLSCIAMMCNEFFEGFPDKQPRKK
#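 incubation = readout 5 min after mixing, signal stable up to 60 min | system = S100A4 monomer protein | buffer or medium = HEPES pH 7.2 with CaCl2, KCl, NaCl, DTT, Triton | benchmarks = neutral control DMSO, positive control TFP | also added = fluorescent myosin IIA peptide, 5 nM | compound dosing = one concentration per compound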
# LGR2 inh: inhibitors of bursicon-induced Drosophila LGR2 receptor cAMP signaling; inhibition, % at 9.99 µM; AID 720647; HEK293 LGR2, CRE-luciferase, bursicon-stimulated, 4 h; hit rate 0.35% among 380,000;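 active = drop in luminescence signal, shown as inhibition above about 50% in the replicate tests, limit read from the data, passing the limit was not always enough; inconclusive = probably only some replicates passing the limit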;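 note: agonist challenge used bursicon conditioned medium at about half maximal strength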
# FN deposit inh: fibronectin deposition inhibition; hit rate 0.086% among 350,000; AH1F fibroblasts, Alexa488-fibronectin deposition fluorescence, overnight; inhibition, % at 12.6 µM;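 active = mean inhibition across replicates of 30% or more, regardless of how many single replicates reach that level; inconclusive = mean under 30% yet at least half of replicates reach 30%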;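 note: positive control wells lacked labelled fibronectin entirely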
#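 Measured by – fluorescence 485/525 nm · System – AH1F fibroblast monolayer, labelled fibronectin deposition · Amount – 10000 cells per well · Buffer or medium – serum-reduced DMEM (2% serum) · Doses – single dose, pinned · Also added – fluorescent fibronectin at 24 nM final · Schedule – 1 h cell attachment, overnight exposure to compound and label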
# * = called active by the depositor; ? = inconclusive; · = not tested or not shown; & = joins results of further samples. An excerpt; the hit share may differ from the screen's.
SMILES,SIRT5 inh,C2C12 statin,CASP6 VEID inh,esBAF inh,S100A4 MyoIIA,LGR2 inh,FN deposit inh
O=C(Nc1ccccc1F)N[C@@H]1CC[C@@H](CCNC(=O)C2CCCC2)O[C@H]1CO,3,6,-1,-1,-9,12,-8
COc1ccc(/C=C2/SC(=O)N(CCC(=O)Nc3ccccc3C(=O)O)C2=S)cc1,-3,-2,2,-28,-2,-7,·
CCOC(=O)N1CCN(c2c(NCC3CCCO3)c(=O)c2=O)CC1 (configuration not stated),-1,·,0,-3,-7,-14,7
CO[C@H]1CN(C)C(=O)c2ccc(NC(=O)C3CC3)cc2OC[C@@H](C)N(C)C[C@H]1C,·,3,-1,-1,-27,5,8
O=c1cc(CN2CCN(C/C=C/c3ccccc3)CC2)c2cc(O)ccc2o1,·,0,·,-1,·,·,1
CC(C)(C)c1ccc(NC(=O)C(=O)C2C(=O)Nc3ccccc32)cc1 (configuration not stated),0,·,-2,·,-2,-32,-13
O=C(C[C@@H]1CC[C@H]2[C@@H](COC[C@H](O)CN2C(=O)Nc2ccc(Cl)c(Cl)c2)O1)NCc1ccc(Cl)c(Cl)c1,0,-12,0,-3,-5,-1,0
Cc1ccc(NC(=O)c2c(C)noc2C)cc1S(=O)(=O)N1CCOCC1,-3,0,1,4,3,12,2
COC(=O)c1c(C)nn(-c2ccccc2)c1N,1,-8,5,4,-5,-7,2
O=C(Nc1ccc(F)cc1)C(CCc1ccccc1)N1CCN(C(=O)c2ccco2)CC1 (configuration not stated),-4,·,3,·,-23,-1,4
COc1cc(/C=N/NC2=NS(=O)(=O)c3ccccc32)cc(OC)c1OC,8,12,2,-6,-5,24,0
CCCOc1ccc(-c2csc(N)n2)cc1[N+](=O)[O-],-3,·,-1,·,5,-37,1
COc1cccc(CNC(=O)N2CCN(c3ccccc3)CC2)c1,3,8,0,-8,-1,-2,-9
CCCN1C[C@@H](C)[C@H](OC)CN(C)C(=O)c2cc(NS(=O)(=O)c3ccccc3)ccc2OC[C@H]1C,1,28,·,2,-3,32,-1
CCc1nc(C)cn1S(=O)(=O)c1cc(Cl)c(OC)cc1Cl,·,4,·,7,·,-5,·
O=C(Nc1ccccc1C(=O)NCC1CCCO1)c1ccco1 (configuration not stated),·,-6,·,1,·,8,8
COc1ccc2c3c(n(C)c2c1)[C@@H](CO)N(Cc1ccccc1F)CC31CN(C(=O)C2CCOCC2)C1,-6,·,1,·,5,12,·
COc1ccc(CCN(C)C2CCCN(C(=O)c3sccc3C)C2)cc1OC (configuration not stated),-2,5,-4,-16,-8,-13,-1
O=C(C[C@@H]1CC[C@H]2NC[C@@H](O)COC[C@@H]2O1)NCc1ccc2c(c1)OCO2,·,0,·,-4,·,8,6
C[C@H]1CN([C@@H](C)CO)C(=O)c2cc(NC(=O)c3ccncc3)ccc2O[C@H]1CN(C)Cc1ccc(Oc2ccccc2)cc1,·,?,1,1,-2,0,16
C[C@@H](O)C#Cc1ccc([C@@H]2[C@@H](CO)N3CCCCN(C(=O)c4ccncc4)C[C@@H]23)cc1,-1,-7,-1,2,1,-3,·
COc1ccc(CC(=O)c2ccc(O)cc2O)cc1OC,·,1,·,9,·,·,1
CCOC(=O)N1CCN(Cc2nc(N)nc(Nc3ccc(Cl)cc3)n2)CC1,0,·,1,·,-7,-7,-2
C[C@@H]1CN([C@@H](C)CO)C(=O)c2cc(NC(=O)Nc3ccc(F)cc3)ccc2O[C@@H]1CN(C)S(=O)(=O)c1ccc(Cl)cc1,19*,-8,-2,3,-3,3,12
NNC(=S)NC1CC2CC1C1C=CCC21 (configuration not stated),-5,2,-6,-8,1,0,-5

# Next part:
SMILES,SIRT5 inh,C2C12 statin,CASP6 VEID inh,esBAF inh,S100A4 MyoIIA,LGR2 inh,FN deposit inh
Cc1ccc(-c2cnc3c(c2)C(=O)N([C@@H](C)CO)C[C@@H](C)[C@@H](CN(C)C(=O)c2ccc(F)cc2)O3)cc1,0,7,-2,0,-4,6,·
CC1(C)CC(=O)C(C=NCCN2CCN(C3CC(=O)N(c4cccc(Br)c4)C3=O)CC2)=C(O)C1 (configuration not stated),-1,-9,5,-7,9,-3,-12
COCCNC(=O)C[C@@H]1CC[C@@H]2[C@H](COc3ccc(NC(=O)C4CCCC4)cc3C(=O)N2C)O1,3,-7,0,0,-1,-16,9
C[C@H]1CN([C@@H](C)CO)C(=O)c2c(c3ccccc3n2C)-c2ccccc2CO[C@@H]1CN(C)C(=O)C1CC1,-1,·,-1,-5,5,-11,-8
COc1ccc(C(=O)COC(=O)CNC(=O)c2cccc(OC(F)F)c2)cc1,-5,·,1,·,-2,10,-3
O=C(NCc1ccccc1)C1C(c2ccccc2)=Nc2ccccc2N1C(=O)c1ccncc1 (configuration not stated),·,·,-2,·,-5,-6,7
COc1ccc2sc(-c3ccc(SC)cc3)c(-c3ccc(O)cc3)c2c1,·,-51,-2,-4,-2,7,7
CCCNC(=O)N1[C@@H](C#N)[C@H](c2ccc(-c3ccccc3F)cc2)[C@@H]1CO,-2,9,-1,4,-14,-4,-2
Cc1ccc(N(CCC#N)C(=O)COC(=O)C2CCN(c3ccc(C(F)(F)F)cn3)CC2)cc1,0,-7,1,2,-11,15,-3
O=S(=O)(c1ccccc1)N1[C@@H]2CNC[C@H]1C2c1ccc(-c2ccccc2)cc1 (some centres not stated),-1,·,-3,·,0,-21,-3&-2
COc1cc(Cl)c(CN2CCCC(CO)(Cc3ccccc3)C2)cc1OC (configuration not stated),0,6,1,-3,-11,1,-8
COc1ccc(NC(=O)Nc2ccc3c(c2)C(=O)N([C@@H](C)CO)C[C@H](C)[C@H](CN(C)S(=O)(=O)c2ccc(F)cc2)O3)cc1,·,-39,·,1,·,8,·
CCCNC(=O)N1C[C@H](O)COC[C@@H]2O[C@H](CC(=O)NCc3ccc(Cl)c(Cl)c3)CC[C@H]21,-3,-10,2,1,-3,-9,1
COC(=O)c1ccccc1NC(=O)c1cc2ccccc2o1,-4,1,-2,?,-4,4,-4
CC(=O)N1CCN=C1SCc1ccc(F)cc1,·,-2,-2,-4,0,2,0
COCc1cc(N2CCN(c3ccccc3F)CC2)nc(-c2ccccc2)n1,6,6,1,-7,-1,8,-6
CCCCCC(=O)NNC(=O)Cc1ccc([N+](=O)[O-])cc1,-5,5,1,0,-4,11,7
CC1CCCC(NC(=O)CCNC(=O)c2ccc([N+](=O)[O-])cc2)C1C (configuration not stated),-3,-9,1,-6,4,1,13
CCOc1ccccc1NC(=O)COC(=O)c1cnc(C)cn1,-3,7,1,-9,-1,-12,-3
Cc1cc(/C=C2/NC(=O)N(c3ccccc3)C2=O)c(C)n1-c1cccnc1,0,-1,0,71*,4,-10,8
C[C@@H]1CN([C@@H](C)CO)C(=O)c2cc(NC(=O)Cc3ccccc3)ccc2O[C@@H](C)CCCCO[C@H]1CN(C)Cc1ccccc1,0,·,-3,-2,-11,7,0
COc1cc2c(cc1OC)C(c1ccccc1Br)NC(=O)C2 (configuration not stated),1,13,1,-3,-1,·,10
O=C(NCCc1nnc2ccc(N3CCCCCC3)nn12)c1ccccc1,1,-2,-4,-3,0,6,6
CNC(=O)c1nn(C)c(=O)[nH]c1=O,0,5,-3,·,-2,·,1
CC(C)NC(=O)N1CC2(C1)[C@@H](c1ccccc1)[C@@H](CO)N2C(=O)C1CCOCC1,-3,·,0,·,12,-6,-6

# Printed as active in esBAF inh, among the entries above:
structure	SIRT5 inh	CASP6 VEID inh	esBAF inh	S100A4 MyoIIA	LGR2 inh
Cc1cc(/C=C2/NC(=O)N(c3ccccc3)C2=O)c(C)n1-c1cccnc1	0	0	71*	4	-10

# In the list so far, 3 have a nitro group on carbon:
SMILES,SIRT5 inh,C2C12 statin,CASP6 VEID inh,esBAF inh,S100A4 MyoIIA,LGR2 inh,FN deposit inh
CCCOc1ccc(-c2csc(N)n2)cc1[N+](=O)[O-],-3,·,-1,·,5,-37,1
CCCCCC(=O)NNC(=O)Cc1ccc([N+](=O)[O-])cc1,-5,5,1,0,-4,11,7
CC1CCCC(NC(=O)CCNC(=O)c2ccc([N+](=O)[O-])cc2)C1C (configuration not stated),-3,-9,1,-6,4,1,13

# One compound at a time, as listed above. Screens in order: SIRT5 inh, C2C12 statin, CASP6 VEID inh, esBAF inh, S100A4 MyoIIA, LGR2 inh, FN deposit inh
# CCCCCC(=O)NNC(=O)Cc1ccc([N+](=O)[O-])cc1 as listed: -5, 5, 1, 0, -4, 11, 7
# COc1ccc(NC(=O)Nc2ccc3c(c2)C(=O)N([C@@H](C)CO)C[C@H](C)[C@H](CN(C)S(=O)(=O)c2ccc(F)cc2)O3)cc1 as listed: ·, -39, ·, 1, ·, 8, ·

# New compounds follow:
SMILES,SIRT5 inh,C2C12 statin,CASP6 VEID inh,esBAF inh,S100A4 MyoIIA,LGR2 inh,FN deposit inh
O=C(NNC1CC(=O)N(c2ccccc2)C1=O)c1ccccc1Cl (configuration not stated),-2,·,1,·,2,·,1
CC(C)C#Cc1cnc2c(c1)C(=O)N([C@H](C)CO)C[C@H](C)[C@@H](CN(C)Cc1ccccc1F)O2,-1,21,-2,3,28,-8,-2
CC(=O)c1ccc([N+](=O)[O-])c(CS(=O)(=O)c2ccc(Cl)cc2)c1,0,-7,0,-7,-2,-2,-8
CC(=O)Nc1ccc(S(=O)(=O)Nc2nnc(C(C)C)s2)cc1,·,6,·,-10,·,·,1
Cc1cccc(OCC(=O)Nc2cccc(-c3nnc(-c4ccccc4)o3)c2)c1C,·,-44,·,-4,·,·,-3
C(=N\Nc1ccccn1)/c1c[nH]c2ccccc12,-1,·,0,·,5,-70,16
CSc1nnc(CNC(=O)c2ccccc2)n1-c1cccc(C)c1,·,-6,-8,-4,1,9,2
CCc1ccc(C(=O)Nc2ccc3nc(C)ccc3c2)cc1,-4,-20,0,39,2,-45,12
Cn1c(SCC(=O)O)nnc1-c1ccc2ncccc2c1,-2,·,4,·,-1,·,-10
COc1ccc(Cl)cc1NC(=O)COC(=O)Cc1cc(OC)c(OC)c(OC)c1,10,3,-2,-5,-2,-25,-14
COc1ccc(NC(=O)CC2C(=O)Nc3ccccc3N2CC(=O)N2CCCC2)cc1 (configuration not stated),1,1,0,-1,-3,-4,-8
O=C1c2ccccc2-c2cccc(C(=O)N3CCCCCC3)c21,·,-6,·,3,·,10,7
CCc1nc(CNC(=O)C2CCC(=O)N(CCc3cccc(F)c3)C2)no1 (configuration not stated),-1,·,-2,·,32,10,4
CC(=O)c1c(C(C)=O)c(C)n(-c2nc(-c3ccc(Br)cc3)c(C)s2)c1C,·,-13,·,2,·,·,-13
CCCC(C(=O)Nc1ccc(S(=O)(=O)N2CCCC2)cc1)c1ccccc1 (configuration not stated),3,-5,1,-4,-2,-9,-1
O=C1[C@H]2[C@@H](c3ccc(C(F)(F)F)cc3)N[C@]3(CCCN(Cc4ccc(C(F)(F)F)cc4)C3=O)[C@H]2C(=O)N1Cc1ccccc1,1,13,3,-1,2,0,·
C[C@@H]1CN([C@@H](C)CO)C(=O)Cc2cc(NC(=O)Nc3ccccc3)ccc2O[C@H]1CN(C)S(=O)(=O)c1ccccc1,-2,6,3,8,-8,0,·
N#Cc1cccc(NC(=O)CN2CCCCCC2)c1,-2,7,-3,-3,-5,12,0
COc1ccc(NC(=O)c2c(C)nn(Cc3ccccc3)c2Cl)cc1S(=O)(=O)N1CCOCC1,-1,·,2,·,1,1,-3
O=C(Nc1cccc2ccccc12)N1CCN(Cc2ccc3c(c2)OCO3)CC1,5,21,2,2,3,-3,·
Cc1ccc(C2CCN(C(=S)NC3CCCCC3)C2)cc1 (configuration not stated),-6,-25,-3,10,-5,-14,2
O=C(NCc1ccccc1)NCC12CC3CC(CC(C3)C1)C2,-2,-3,1,-2,-2,-2,7
CN(C)S(=O)(=O)c1cccc(NC(=O)CCc2nc3cc(S(=O)(=O)N4CCOCC4)ccc3n2C)c1,-1,3,1,-6,39,1,-3

# Compound activity (PubChem)
